# TDP1 cell noCPT: qHTS for Inhibitors of human tyrosyl-DNA phosphodiesterase 1 (TDP1): qHTS in cells in absence of CPT. DT40 Tdp1-/- hTDP1 cells, no CPT, ATP luminescence, 48 h. Potency, µM (highest dose often 46.2 µM), for the others: at the highest dose activity change, negative = growth inhibition, hits mostly inhibitors. actives 15% (n = 420,000); further: nearly all actives have a fitted effect of over 55% in size
#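 Seeded 400 DT40-hTDP1 cells/well (vehicle DMSO, no 20 nM CPT); pinned compounds; ≥48 hr at 37 °C; CellTiter-Glo luminescence as viability measure.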
# TDP1 block: qHTS Assay for Inhibitors of Tyrosyl-DNA Phosphodiesterase (TDP1); Potency, µM (top dose mostly 130 µM), for the others: at the highest dose activity change, negative = inhibition, most hits filed as inhibitors; actives 0.28% (n = 350,000); recombinant TDP1, AlphaScreen DNA substrate cleavage; AID 485290, 2010; Tyrosyl-DNA phosphodiesterase 1 (Homo sapiens), Q9NUW8; further: nearly all actives have a fitted effect of over 40% in size
# Target sequence (Q9NUW8 whole entry, looked up): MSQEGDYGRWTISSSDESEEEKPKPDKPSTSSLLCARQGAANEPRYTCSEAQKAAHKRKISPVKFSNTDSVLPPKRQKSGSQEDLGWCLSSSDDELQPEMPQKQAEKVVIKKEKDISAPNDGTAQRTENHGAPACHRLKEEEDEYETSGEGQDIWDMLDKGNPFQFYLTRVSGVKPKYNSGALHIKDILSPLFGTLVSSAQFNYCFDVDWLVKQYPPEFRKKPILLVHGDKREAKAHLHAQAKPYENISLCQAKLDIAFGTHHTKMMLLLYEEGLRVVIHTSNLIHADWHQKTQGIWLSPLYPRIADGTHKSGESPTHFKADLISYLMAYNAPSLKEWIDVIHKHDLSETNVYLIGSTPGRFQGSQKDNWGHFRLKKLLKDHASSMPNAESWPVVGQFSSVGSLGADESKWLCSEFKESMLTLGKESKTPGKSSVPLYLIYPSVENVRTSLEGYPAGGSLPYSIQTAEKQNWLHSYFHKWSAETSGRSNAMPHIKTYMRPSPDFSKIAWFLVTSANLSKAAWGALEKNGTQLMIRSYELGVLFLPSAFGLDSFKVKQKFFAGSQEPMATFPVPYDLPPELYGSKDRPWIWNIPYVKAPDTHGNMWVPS
#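 AlphaScreen read-out: signal falls as enzyme removes the 3' tyrosine-FITC from a 5'-biotinylated DNA oligo (15 nM, 5 min, RT). Enzyme was E. coli-made recombinant Tdp1 at 1 nM, exposed to compound for 15 min beforehand; beads 10 ug/ml, 10 min.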
# KAT2A inh: qHTS Assay for Inhibitors of GCN5L2 | Histone acetyltransferase KAT2A (Homo sapiens), Q92830 | GCN5L2 HAT assay, ThioGlo1 CoA-SH fluorescence | actives 0.21% (n = 390,000) | Potency, µM (highest dose often 58.9 µM), for inactives: top-dose activity change, negative = inhibition, hits mostly inhibitors
#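 GCN5L2 (20nM final) in 50mM HEPES, 0.1mM EDTA pH 7.5, 0.01% Tween-20 was preincubated 15 min at room temperature with compound, then given ThioGlo1 (50uM), H3(1-25) peptide (75uM) and acetyl-CoA (70uM); CoA-thiol fluorescence (Ex340/Em540) was read at 0 and 20 min.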
# Numbers without * were called inactive; ? = inconclusive; . = not tested or not shown; & = joins results of further samples; [ ] = dose if it differs, or a comment. The call rests on the fitted dose curve; in most records, active means well fitted curve in the direction sought with a large enough effect; inconclusive means small, poorly fitted or top-dose-only effect, or another doubt; inactive means no such curve, though single readings can be large; an effect the other way counts as inactive or inconclusive. On the % scale 0 is the no-effect control and ±100 the full control effect; potency means the concentration at half of the fitted maximal effect.
SMILES	TDP1 cell noCPT	TDP1 block	KAT2A inh
O=C1CCCC/C1=C/Nc1cccc(C(F)(F)F)c1	9.7%	0.0%	5.0%
Cc1ccc(NC(=O)CCC(=O)OCC(=O)c2ccc(Oc3ccc([N+](=O)[O-])cc3)cc2)cc1	?	0.0%	-1.2%
O=C(N=C1SC2CS(=O)(=O)CC2N1CCc1ccccc1)C1CC1 (stereo unspecified)	11.9%	2.7%	2.3%
Cn1c(SCC(=O)N2CCCCCC2)nnc1-c1ccco1	-2.8%	.	-4.9%
CCn1c(CC(=O)Nc2ccccc2)nnc1SCC(=O)Nc1ccccc1C(=O)OC	-24.6%	0.0%	-3.3%
COc1ccc(CCNC(=O)CCc2ccc(OC)cc2)cc1	-1.7%	1.7%	0.3%
Cc1ccc(-n2ncc3c(Nc4cccc(C(F)(F)F)c4)ncnc32)cc1C	?	2.6%	0.2%
Cc1ccc(CNC(=O)C(=O)NCC(c2cccs2)S(=O)(=O)c2ccc(C)cc2)cc1 (stereo unspecified)	?	5.2%	-4.8%
CCOC(=O)N1CCN(Cc2nc3c(c(=O)n(C)c(=O)n3C)n2CCCc2ccccc2)CC1	-30.0%	4.7%	3.9%
COc1ccc(C(=O)CN(C(=O)c2ccc(Cl)cc2)N2C(=O)C3CCCCC3C2=O)cc1 (stereo unspecified)	3.9%	-5.3%	0.0%
Cc1ccc(C(=O)CSc2nc3ccc(C(=O)NCCN4CCCCC4)cc3c(=O)[nH]2)cc1	-10.4%	2.4%	-5.3%
COc1ccc(NC(=O)CN2C(=O)NC3(CCCC3)C2=O)cc1OC	23.5%	4.3%	-4.3%
CC(C)CC(c1nnnn1CC1CCCO1)N1CCN(c2cccc(Cl)c2)CC1 (stereo unspecified)	16.4µM*	4.9%	-4.8%
COCc1nnc(NS(=O)(=O)c2ccc(NC(C)=O)cc2)s1	-0.5%	-2.1%	0.9%
Cc1ccc(-c2nc3c(cnn3-c3ccccc3)c(=O)n2-c2ccc(Cl)cc2)cc1	?	3.1%[12.3 µM]	-7.9%
O=C(Nc1ccc(Cl)cc1)C1(S(=O)(=O)c2ccccc2)CC1	-29.4%	-1.4%	-2.9%
O=C(COc1ccc2c3c(c(=O)oc2c1)CCC3)NCc1ccccn1	-1.0%	1.2%	-25.9%
CC(=O)N1CCN(c2ccccc2NC(=O)c2ccc(-c3cccc([N+](=O)[O-])c3)o2)CC1	16.4µM*	5.1%	-19.3%
C=CCSc1nc2ccsc2c(=O)n1-c1ccccc1	-25.6%	1.2%	0.3%
CSc1nnc(-c2sc3cc(Cl)ccc3c2Cl)n1C	25.9µM*	0.0%	-2.6%

# Brought forward from above: four compounds, followed by the next part.
SMILES	TDP1 cell noCPT	TDP1 block	KAT2A inh
O=C(COc1ccc2c3c(c(=O)oc2c1)CCC3)NCc1ccccn1	-1.0%	1.2%	-25.9%
CC(=O)N1CCN(c2ccccc2NC(=O)c2ccc(-c3cccc([N+](=O)[O-])c3)o2)CC1	16.4µM*	5.1%	-19.3%
C=CCSc1nc2ccsc2c(=O)n1-c1ccccc1	-25.6%	1.2%	0.3%
CSc1nnc(-c2sc3cc(Cl)ccc3c2Cl)n1C	25.9µM*	0.0%	-2.6%
CC1=C(C(=O)OC2CCCCC2)C(c2ccco2)C2=C(CC(C)(C)CC2=O)N1 (stereo unspecified)	?	-1.0%	-22.0%
CCc1cccc(NC(=O)CCCN2C(=O)NC(C)(C)C2=O)c1	1.7%	0.2%	2.1%
N#Cc1ccccc1Cn1c(=O)n(CCC(=O)NCc2ccco2)c(=O)c2ccccc21	1.7%	5.3%	-0.2%
Cc1ccc(NC(=S)NCCO)c(C)c1	1.2%	2.1%	-1.4%
NC(=O)CSc1nnc(NC(=O)c2ccc3ccccc3c2)s1	-2.4%	-9.3%	-3.3%
O=C1NC2(CCCCCCC2)C(=O)N1Cc1ccc(F)cc1	5.5%	2.6%	1.1%
CCc1cc(Cn2nc(-c3ccccc3)cc2C(=O)NCC2CC2)on1	-29.7%	-6.1%	-8.0%
COc1ccc(COC(=O)C2=C(C)NC(=O)NC2c2ccccc2F)cc1 (stereo unspecified)	?	.	2.0%
CCc1cccc(NC(=O)C(c2ccccc2)N2Cc3ccccc3C2=O)c1 (stereo unspecified)	-22.6%	5.0%	-10.5%
Cc1cccc(NC(=S)Nc2cccc(C(F)(F)F)c2)n1	?	2.3%	-1.1%
COc1cc(N)c(Cl)cc1C(=O)OCC(=O)Nc1ccc(N2CCOCC2)cc1	-25.7%	-15.1%	-2.0%
CCC(=O)N1CCc2cc(S(=O)(=O)CCC(=O)N3CCN(c4ccccc4)CC3)ccc21	2.2%	0.9%	-5.0%
O=C(Nc1ccc(Cl)cc1)C1C2C=CC3(O2)C1C(=O)N(CCCN1CCCCC1)C3C(=O)NC1CCCCC1 (stereo unspecified)	0.7%	3.4%	-2.4%
Cc1nc(-c2ccccc2)sc1C1(C)CC(c2c(Cl)cccc2Cl)=NO1 (stereo unspecified)	?	0.0%	-3.1%
C[C@H](CO)N1C[C@H](C)[C@@H](CN(C)S(=O)(=O)c2cccs2)Oc2ccc(NS(=O)(=O)c3ccccc3)cc2CC1=O	?	3.7%	-3.1%
Cc1ccc(S(=O)(=O)NCC(c2cccnc2)N2CCOCC2)cc1 (stereo unspecified)	-14.9%	2.3%	-10.6%
COc1ccc(CNc2cc(-c3cccc(C#N)c3)ncn2)c(OC)c1	?	.	-13.2%
O=C(c1ccc2nccnc2c1)N1CCN(c2cccc(C(F)(F)F)c2)CC1	-27.3%	1.2%	-0.1%
COc1ccc(-c2oc(NC(=O)CSc3nncn3C)c(C#N)c2-c2ccc(OC)cc2)cc1	?	3.4%	-2.5%
O=C(Nc1ccc(Cl)cc1)c1ccc2oc(=O)n(Cc3ccccc3)c2c1	?	-1.2%	-1.7%
Cc1ccc(CNS(=O)(=O)c2ccccc2[N+](=O)[O-])cc1	-5.9%	-3.0%	-12.7%
CC(OC(=O)C1CSC2(c3ccc(F)cc3)CCC(=O)N12)C(=O)NC(N)=O (stereo unspecified)	-8.4%	2.5%	-6.3%
CC(=O)N1CCN(CC(=O)Nc2cccc(S(=O)(=O)N3CCCCCC3)c2)CC1	-19.2%	-0.6%	-6.6%
CC(=O)Nc1ccc(NC(=O)C(C)OC(=O)CNC(=O)c2ccc(-c3ccccc3)cc2)cc1 (stereo unspecified)	8.0%	.	-1.0%
Cc1cnc(=O)[nH]c1SCc1ccc(C(F)(F)F)cc1	-6.6%	6.9%	-2.2%
COc1ccc(S(=O)(=O)Nc2cc(C(=O)NC(C)C)ccc2N2CCOCC2)cc1	-17.1%	-6.8%	-12.9%
CCCCn1c(N)c(N(CCOC)C(=O)C2CCN(S(=O)(=O)c3ccc(C)cc3)CC2)c(=O)[nH]c1=O	-2.2%	.	-3.8%
Cn1c(=O)oc2cc(S(=O)(=O)NC(Cc3ccccc3)C(=O)Nc3ccc(F)c(Cl)c3)ccc21 (stereo unspecified)	-22.1%	-1.2%	-8.8%
CC(C)(C)OC(=O)C[C@H]1C/C=C\C[C@@H](CC(=O)N(CCO)Cc2ccccc2)C(=O)N[C@@H](Cc2ccccc2)COC1=O	?	1.1%	-4.1%
COc1ccc(-c2nn(-c3ccccc3)cc2C(=O)NCCCn2ccnc2)cc1	-12.3%	6.1%	1.7%
O=C1/C(=C/c2cccs2)CCc2ccccc21	-26.7%	2.0%	-7.5%
CC(=O)Nc1ccc(NC(=O)C(OC(=O)c2ccccc2)C(OC(=O)c2ccccc2)C(=O)O)cc1 (stereo unspecified)	12.7%	0.0%	10.4%
NC(=O)c1cc(S(=O)(=O)NCC2CCC(C(=O)Nc3ccc(Cl)cc3)CC2)cs1 (stereo unspecified)	?	2.6%	2.5%
c1ccc(Cn2nnc3cnccc32)cc1	0.8%	7.2%	-6.0%
Cc1c(Cl)cccc1NCC(=O)NN=C1CCCC1	8.7%	-10.1%	-6.2%
COc1cc(C2C(C#N)=C(N)Oc3cc(C)n(CCc4ccccc4)c(=O)c32)cc2c1OCO2 (stereo unspecified)	-24.2%	2.3%	-0.6%
Cc1ccccc1C(=O)Nc1ccnn1C1CCN(Cc2cccnc2)CC1	2.0%	3.8%	-1.3%
C=C(C)c1cccc(C(C)(C)NC(=O)Nn2cnnc2)c1	0.82µM*	-1.0%	0.8%
COc1ccc2[nH]c(=O)c(CN(Cc3nnnn3CCc3ccccc3)CC3CCCO3)cc2c1 (stereo unspecified)	9.2µM*	0.0%	-5.5%
COc1ccc(OC)c(NC(=O)c2ccc3c(c2)C(=O)N(c2ccc(OC(C)=O)cc2)C3=O)c1	13.3%	.	-6.7%

# Part of the list above in order of SMILES length, high to low:
SMILES	TDP1 cell noCPT	TDP1 block	KAT2A inh
CC(=O)Nc1ccc(NC(=O)C(OC(=O)c2ccccc2)C(OC(=O)c2ccccc2)C(=O)O)cc1 (stereo unspecified)	12.7%	0.0%	10.4%
CC(=O)N1CCN(CC(=O)Nc2cccc(S(=O)(=O)N3CCCCCC3)c2)CC1	-19.2%	-0.6%	-6.6%
Cc1ccccc1C(=O)Nc1ccnn1C1CCN(Cc2cccnc2)CC1	2.0%	3.8%	-1.3%

# Additional structures.
mol | TDP1 cell noCPT | TDP1 block | KAT2A inh
CC(=O)Nc1ccc(C2=CC(=O)CC(C)(C)C2)cc1 | -26.0% | -1.1% | 1.9%
COc1ccc(OC)c2[nH]c(=O)c(CCNC(C)=O)cc12 | -3.5% | 2.1% | -0.5%
CCc1cccc(NC(=O)[C@@H]2CCCN2C2=NS(=O)(=O)c3ccccc32)c1 | 8.8% | 1.3% | -5.6%
COc1ccc(NC(=O)CCN2C(=O)/C(=C/c3ccc4c(c3)OCO4)SC2=S)cc1 | -25.5% | 2.5% | 18.5%
Cc1c(NC(=O)C(C)OC(=O)c2ccc([N+](=O)[O-])s2)c(=O)n(-c2ccccc2)n1C (stereo unspecified) | 16.4µM* | 6.0% | 8.2%
CCn1c(CNC(=O)C23CC4CC(CC(C4)C2)C3)nnc1SCC(=O)Nc1ccc(F)cc1 | -25.7% | 3.5% | -5.3%
OCCN1CCN(CCOc2ccccc2-c2ccccc2)CC1 | ? | 5.3% | -3.7%
CCOC(=O)c1c(C)nc(C)c(C(=O)OCC)c1-c1ccco1 | -10.2% | . | -1.5%
Cc1ccc(NC(=O)CSc2nc3ncccc3[nH]2)cc1F | ? | 5.0% | -5.6%
COCCCNC(=O)c1ccccc1C(F)(F)F | ? | 0.6% | 0.9%
O=C(Nc1ccsc1C(=O)NC1CCCCC1)c1ccccc1 | 20.6µM* | -2.1% | -9.6%
N#Cc1c(-c2ccccc2)nc(SCc2cccc(C(F)(F)F)c2)[nH]c1=O | ? | . | ?
CSc1ncc(CN2CCCC(C(=O)Nc3ccc(-c4ccco4)cc3)C2)cn1 (stereo unspecified) | ? | 9.5% | -18.2%
Clc1cccc(CSc2ccc(-c3cccnc3)nn2)c1 | -17.2% | 5.3% | -3.4%
O=C(O)Cn1nc(C(F)(F)F)c2c1CCC2 | -19.1% | -1.0% | -2.7%
C=CCn1c(SCc2cccc3ccccc23)nnc1-c1cccnc1 | ? | 7.6% | -3.0%
O=C(CN1N=C(c2ccc(Cl)cc2)CCC1=O)NCc1cccnc1 | -4.6% | -2.8% | -0.5%
CCOC(=O)C1CCN(C(=O)c2ccc3c(c2)NC(=O)/C(=C/c2ccccc2)S3)CC1 | ? | 2.8% | -7.3%
CCOC(=O)c1ccc(NS(=O)(=O)c2ccc(Cl)nc2)cc1 | . | 6.1% | -3.0%
COc1cccc(CNC(=O)CCCC(=O)Nc2cccc([N+](=O)[O-])c2)c1 | -1.7% | 2.0% | 3.8%
CN(C)c1cccc2c1c(NS(=O)(=O)c1cn(C)cn1)nn2C | -0.6% | 7.1% | -3.7%
CCc1nn(CC(=O)Nc2cccc(C)c2C)c(=O)c2cc3sccc3n12 | -9.1% | 0.0% | -2.5%
O=c1cc(-c2ccccc2Cl)oc2c(Br)ccc(O)c12 | ? | 0.0%&1.3% | -11.5%[88.6 µM]
CCN(CC)S(=O)(=O)c1csc(C(=O)NCc2ccccc2)c1 | ? | 2.3% | -1.9%

# Not all compounds are listed (hit frequency here may not be typical).
